# Screening results as filed in PubChem.
# DNMT1 block – human DNMT1 methyltransferase inhibitors, primary screen, biochemical, molecular beacon, fluorescence, HinP1I cleavage, uHTS | inhibition (reported as % activation of signal), % at 10 µM | 360,000 tested, 0.83% active | AID 588458, 2011; in the data active = inhibition above about 50%
# Rpn11 block – Rpn11 (PSMD14) deubiquitinase inhibitors, primary screen, biochemical, fluorescence polarization, uHTS. AID 588493, 2011. 26S proteasome non-ATPase regulatory subunit 14 (Homo sapiens), O00487. human 26S proteasome, Ub4-pepOG fluorescence polarization; 20S core pre-blocked with epoxomicin. 360,000 tested, 0.59% active. calls only at 20 µM;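 active = inhibition at 20 µM, scaled to each plate's controls, above about 33%, limit read from the data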
# Target sequence (O00487 whole entry, looked up): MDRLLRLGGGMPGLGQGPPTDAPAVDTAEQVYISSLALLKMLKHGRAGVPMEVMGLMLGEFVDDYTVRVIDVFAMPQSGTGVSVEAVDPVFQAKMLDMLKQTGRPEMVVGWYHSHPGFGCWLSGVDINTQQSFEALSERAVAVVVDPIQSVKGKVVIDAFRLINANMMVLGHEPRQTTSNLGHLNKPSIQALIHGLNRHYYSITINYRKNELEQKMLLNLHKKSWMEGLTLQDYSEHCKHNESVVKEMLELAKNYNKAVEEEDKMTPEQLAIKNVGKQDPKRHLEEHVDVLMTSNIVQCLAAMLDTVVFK
# MsrA inhibitor – bovine MsrA enzyme inhibitors, primary screen, biochemical, absorbance, HTS; 360,000 tested, 0.75% active; inhibition, % at 15.5 µM; Methionine sulfoxide reductase A (Bos taurus); purified bovine MsrA, absorbance read-out; AID 651718, 2012; in the data active = inhibition above about 4.5%;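 note: 0% = vehicle wells with enzyme and 100% = reference inhibitor wells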
# CSN inh – inhibitors of CSN-mediated cullin deneddylation, primary screen, biochemical, fluorescence polarization, uHTS | inhibition, % at 12.5 µM | COP9 signalosome complex subunit 5 (Homo sapiens), Q92905 | 360,000 tested, 0.38% active | Purified CSN, SCF-Nedd8-OG deneddylation | AID 651999, 2013;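 active = pattern-corrected inhibition above about 35%, with an unprinted fluorescence ratio check between 0.5 and 1.5, limit read from the data, passing the limit was not always enough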;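 note: 0% = enzyme with substrate and 100% = substrate without enzyme; some results filed as inactive read as strong as hits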
#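 Detection – fluorescence polarization · System – HEK293T-derived human Csn5 enzyme · Controls – substrate-only high control, full reaction low control · Timing – 90 min, room temperature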
# LMPTP block – LMPTP phosphatase inhibitors, primary screen, biochemical, fluorescence intensity, uHTS | Low molecular weight phosphotyrosine protein phosphatase (Homo sapiens), P24666 | recombinant LMPTP-A, OMFP fluorogenic substrate | inhibition, % at 20 µM | 360,000 tested, 0.22% active | AID 651560, 2012;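 active = compounds that cut the enzyme signal by at least half of the control window in the single-dose screen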;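 note: plate controls were DMSO wells with enzyme plus substrate for no effect and substrate without enzyme for full effect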
# Target sequence (P24666 whole entry, looked up): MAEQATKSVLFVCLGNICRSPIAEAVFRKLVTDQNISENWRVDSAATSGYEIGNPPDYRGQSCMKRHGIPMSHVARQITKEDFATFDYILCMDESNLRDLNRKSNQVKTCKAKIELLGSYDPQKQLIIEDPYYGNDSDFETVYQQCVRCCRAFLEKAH
#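 Assay system: LMPTP-A, protein tyrosine phosphatase of low molecular weight / Medium: pH 6.0 Bis-Tris buffer with DTT and Triton X-100 / Schedule: 50 min enzyme reaction at room temperature, protected from light / Measured by: endpoint fluorescence intensity from OMFP dephosphorylation / Read-out basis: % inhibition relative to no-enzyme and uninhibited control wells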
# NadD block – inhibitors of S. aureus NadD, primary screen, biochemical, colorimetric, uHTS. purified NadD enzyme, colorimetric absorbance read-out. AID 602399, 2012. 360,000 tested, 0.78% active. inhibition, % at 20 µM; in the data active = inhibition above about 26%; note: some compounds past the cut are filed as inactive
# STEP inh – STEP phosphatase inhibitors, primary screen, biochemical, fluorescence intensity, uHTS; Tyrosine-protein phosphatase non-receptor type 5 (Homo sapiens), P54829; recombinant STEP, OMFP fluorogenic substrate; inhibition, % at 20 µM; 360,000 tested, 0.25% active; AID 588621, 2011;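 active = inhibition at 20 µM, scaled per plate between control wells, above about 37%, limit read from the data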;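 note: 0% = DMSO with enzyme and substrate and 100% = substrate only without enzyme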
#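 Assay system: isolated STEP enzyme / Timing: 20 min at room temperature, dark / Doses: 20 µM, 1% DMSO / Technique: fluorescence intensity, excitation 480 nm, emission 540 nm / Reagent: fluorogenic phosphatase substrate OMFP at 25 µM final / Measure: percent inhibition scaled to no-enzyme and uninhibited-enzyme controls, plate-pattern corrected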
# Tb MetRS inh – T. brucei MetRS inhibitors, primary screen, biochemical, luminescence | 360,000 tested, 0.4% active | purified T. brucei MetRS, ATP depletion, Kinase-Glo luminescence | AID 624268, 2012 | methionyl-tRNA synthetase (Trypanosoma brucei brucei) | inhibition, % at 11.9 µM;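 active = inhibition above a per-plate cutoff of the control wells' mean inhibition plus 3 SD, cut at about 5.5% in these data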;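 note: 0% = DMSO wells median and 100% = median of wells with control inhibitor compound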
#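 Dosing: 11.9 µM single point; system: parasite MetRS enzyme; technique: luminescence of leftover ATP; times: 15 min enzyme-compound preincubation, 2 h reaction, 10 min detection, 25 °C; replicates: each compound tested once; read-out basis: percent inhibition relative to median high and low control wells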
# SUMO1 PPI mod – modulators of SUMO1 protein-protein interactions, primary screen, biochemical, uHTS | inhibition, % at 20 µM | SUMO1 binding to a labelled peptide, TR-FRET, 1 h | AID 602429, 2012 | Small ubiquitin-related modifier 1 (Homo sapiens), P63165 | 360,000 tested, 0.33% active; in the data active = inhibition above about 37%
# Target sequence (P63165 whole entry, looked up): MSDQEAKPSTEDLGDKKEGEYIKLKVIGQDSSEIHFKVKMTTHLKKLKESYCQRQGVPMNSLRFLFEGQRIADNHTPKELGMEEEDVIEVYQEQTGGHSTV
# Scp1 inh – Scp-1 phosphatase inhibitors, primary screen, biochemical, colorimetric, uHTS. 340,000 tested, 0.88% active. AID 493091, 2011. inhibition, % at 20 µM. Recombinant Scp1, phosphopeptide, malachite green phosphate absorbance. Carboxy-terminal domain RNA polymerase II polypeptide A small phosphatase 1 (Homo …;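 active = inhibition above about 50% at 20 µM, limit read from the data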;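 note: plate controls were DMSO wells with enzyme for no effect and wells lacking enzyme for full effect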
# Target sequence (Q9GZU7 76-261 limits assumed): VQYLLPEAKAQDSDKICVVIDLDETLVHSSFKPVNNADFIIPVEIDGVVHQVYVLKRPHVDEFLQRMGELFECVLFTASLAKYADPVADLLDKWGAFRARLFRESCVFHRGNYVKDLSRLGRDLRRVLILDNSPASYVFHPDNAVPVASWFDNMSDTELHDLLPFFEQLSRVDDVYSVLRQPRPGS
#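 Test system: SCP-1 catalytic domain; Buffer or medium: Acidic Tris acetate buffer with magnesium and detergent; Also added: Phosphorylated 17-residue peptide substrate; Compound: single 20 µM dose, 1% DMSO; Schedule: enzyme reaction 45 min at room temperature, colour 5 min, stabilisation 30 min; Signal: Phosphate-binding colour reagent, absorbance read at 630 nm.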
# * = called active by the depositor; i = inactive; nt = no result given; & = joins results of further samples. Rows are unselected. Share with any hit: about 3.9%.
# Under each structure – DNMT1 block	Rpn11 block	MsrA inhibitor	CSN inh	LMPTP block	NadD block	STEP inh	Tb MetRS inh	SUMO1 PPI mod	Scp1 inh
- S=c1[nH]ccn1-c1c(Cl)cccc1Cl
  2.0	i	-0.2	-2.5	-1.2	-4.3	0.1	1.3	2.6	-7.1
- Cc1c(C(=O)N2CCN(c3cccc(Cl)c3)CC2)cccc1[N+](=O)[O-]
  -5.3	i	0.8	4.5	0.0	-2.1	-1.3	-0.2	0.4	-5.7
- COc1ccc2cc(C(=O)N3CCCCCC3)sc(=O)c2c1OC
  0.2	i	0.7	-1.1	-3.0	2.2	3.5	-0.1	-18.8	-5.9
- Cc1ccc(S(=O)(=O)CCC(=O)Nc2ccccc2Br)cc1
  -4.4	i	0.9	3.5	-0.6	-4.1	1.8	-0.1	-1.0	-6.8
- C#CCOC(=O)C(NC(=O)c1ccccc1)=C(C)C
  3.1	i	-0.8	4.2	0.6	-0.9	-2.1	-0.9	-1.4	-7.2
- COc1ccc(-n2sc3c(c2=S)-c2cc(OC)ccc2NC3(C)C)cc1
  -21.9	i	-0.8	-1.0	4.5	-3.4	1.5	-0.3	-5.2	-14.5
- Cc1ccc(S(=O)(=O)Nc2ccc3c(c2)CCC3)cc1
  -4.1	i	0.7	5.0	1.6	-3.1	-1.4	-0.4	0.2	-13.8
- Fc1cccc(/C=N/Nc2ncnc3nc[nH]c23)c1
  1.8	i	5.2*	4.1	-2.2	4.4	-2.8	-0.5	-13.2	-6.0
- Cc1cc(C)n(-c2nc3ccccc3nc2N2CCN(C(=O)c3ccc(Cl)cc3)CC2)n1
  -1.9	i	1.3	-0.4	0.2	5.4	-1.4	0.1	-4.7	-2.0
- Cc1cc(Cl)ccc1NC(=O)CCC(=O)N/N=C/c1cccnc1
  -1.1	i	0.2	1.5	-0.6	-0.8	1.3	0.1	-4.4	-8.3
- Cc1cccc(C)c1NC(=O)COC(=O)CCc1ccc(S(=O)(=O)N2CCCCC2)cc1
  -0.6	i	1.3	-16.2	-1.7	5.7	-1.7	0.4	-2.2	-7.8
- NC(Cc1ccc(F)cc1)c1csc(Nc2cc(Oc3ccccc3)ncn2)n1 (centres undefined)
  -3.5	i	-2.2	-0.8	2.9	10.4	2.3	0.4	-30.5	nt
- COc1cccc(-n2nc3c(-n4ncc(C#N)c4N)nnc(C)c3c2C)c1
  0.4	i	-0.2	58.3*	-0.8	8.5	1.2	-0.3	2.7	-4.3
- COC(=O)COc1ccc(S(=O)(=O)NCc2cccnc2)cc1C
  1.4	i	-1.4	-4.8	-1.3	-2.3	-0.3	0.2	2.3	-7.7
- COC(=O)c1cc([N+](=O)[O-])c(-n2cncn2)c([N+](=O)[O-])c1
  3.3	i	0.5	-0.5	-2.8	-2.3	2.3	-0.5	-22.1	5.8
- COCC1CCN(C(=O)c2cc(COc3ccc(F)cc3Cl)on2)C1 (centres undefined)
  -0.6	i	-1.4	-0.5	-0.1	-4.3	2.2	0.5	1.6	nt
- O=C(Nc1ccc(Br)cn1)c1ccc([N+](=O)[O-])cc1Cl
  1.6	i	-0.2	1.1	0.6	4.5	-0.5	1.5	-24.4	-7.5
- O=C(CNc1cccc2ccccc12)N/N=C/C=C/c1ccco1
  -17.8	i	4.6*	15.9	5.1	23.9	0.7	-0.3	-11.9	-8.1
- S=c1[nH]ncn1NCc1ccc(Cl)cc1Cl
  0.4	i	1.4	3.7	-14.5	3.0	-1.3	0.5	-4.7	-5.4
- CCNS(=O)(=O)c1ccc(CCC(=O)N2CCN(c3ccccc3F)CC2)cc1
  1.4	i	1.1	5.1	0.4	1.1	-3.2	-0.5	8.2	-8.1
- COc1ccc([C@H]2N[C@]3(CCCN(Cc4ccc(C)cc4)C3=O)[C@H]3C(=O)N(Cc4ccccc4)C(=O)[C@@H]23)cc1
  0.8	i	-0.7	1.4	-0.9	-1.9	1.5	1.4	3.2	nt
- COc1ccccc1CNC(=O)CCCN1C(=O)NC2(CCCC2)C1=O
  -1.2	i	0.5	4.2	0.0	-4.8	-5.5	-0.2	-0.7	-11.1
- O=C(NC1(C(F)(F)F)C(=O)Nc2c1c(=O)[nH]c(=O)n2Cc1ccco1)C1CC1 (centres undefined)
  0.4	i	-0.3	-1.0	0.6	-1.4	-4.1	-0.1	0.2	-2.6
- COCCCN1C(=O)c2ccc(C(=O)OCC(=O)NCCc3ccccc3)cc2C1=O
  1.5	i	0.0	1.2	-0.6	-5.2	0.5	-0.5	-36.1	-4.3
- Cc1cccc(NC(=O)c2ccc([N+](=O)[O-])cc2Cl)n1
  -4.9	i	2.3	2.2	-1.2	8.1	-2.1	3.3	-23.7	-4.6
- COC(=O)C(CCSC)NC(=O)CNC(=O)C1CCCCC1 (centres undefined)
  0.4	i	-0.3	-2.5	-0.7	-4.3	-1.4	-0.6	-2.6	-2.2
- COc1ncnc2c1ncn2CCCNCCCN1CCCC1=O
  6.3	i	1.9	3.8	3.0	-6.7	-0.2	0.4	-1.6	nt
- CN(C)S(=O)(=O)c1cccc(NC(=S)NCc2ccc3c(c2)OCO3)c1
  -6.1	i	0.9	-3.0	1.4	-4.1	3.0	1.2	2.0	-10.6
- C/C(N)=C(/C#N)C(=O)CSc1nnc(SCc2ccc(Cl)cc2)s1
  4.6&-5.5	i	0.5&-0.1	7.5&2.9	1.8&1.9	-8.3&-12.9	2.2&3.1	-0.2&-1.2	2.1&4.2	4.7&-9.7
- Cc1cccc([N+](=O)[O-])c1NC(=O)CSc1nnc2ccccn12
  -1.0	i	-0.3	1.0	-0.6	2.9	2.7	-0.7	-10.4	2.3
- CC1=NN(C)C(=O)C1Cc1c(F)cccc1Cl (centres undefined)
  -1.8	i	-1.1	0.6	4.4	9.6	-2.5	0.2	-3.2	-3.5
- CC(=O)Oc1ccc2occ(-c3ccccc3)c2c1
  1.5	i	0.8	-2.4	1.9	-8.2	0.7	0.0	2.1	-3.7
- COc1ccccc1N1CCN(S(=O)(=O)CCNC(=O)c2ccc(OC(C)C)cc2)CC1
  -0.7	i	1.1	3.3	-1.6	-4.9	-2.6	0.4	-0.5	-1.1
- COc1ccc(NS(=O)(=O)c2ccc(Oc3cccc(C(=O)O)c3)cc2)cc1
  3.4	i	-0.5	-10.0	-0.6	6.9	0.0	-0.3	-1.8	-3.2
- CCN(CC)S(=O)(=O)c1ccc(N2CCOCC2)c(NC(=O)C2CCCO2)c1 (centres undefined)
  -0.9	i	0.1	-5.8	-0.6	0.3	2.5	0.0	0.0	-7.4
- CCCn1c(=O)c(C(=O)NNC(=O)Cc2ccccc2)c(O)c2ccccc21
  2.3	i	-1.1	-8.7	-1.3	6.5	2.2	-0.5	-6.8	-3.4
- CCn1nc(C)c(/C=N/NC(=O)Cn2nc(C)cc2C)c1C
  -14.4	i	0.0	-2.1	-1.5	-4.2	-0.7	-0.9	0.3	1.7
- C/C(CC(=O)Nc1cc(Cl)ccc1Cl)=N\NC(=O)c1ccco1
  -2.4	i	0.5	2.5	1.1	-2.7	-0.2	0.0	1.7	0.5
- COc1cc(OC)cc(-c2c(Sc3ccccc3)c3cc(-c4ccc(OC)nc4)ccc3n2C)c1
  nt	nt	0.1	0.0	3.5	24.9	nt	-0.2	-21.1	nt
- O=C1NC(c2ccccc2)C(c2ccccc2)N1 (centres undefined)
  -0.6	i	-0.7	-3.8	-1.6	-3.1	4.7	0.2	-4.6	-0.3
- c1ccc(-c2nc(NC3CCCC3)c3ccccc3n2)cc1
  1.4	i	1.9	0.7	62.2*	-6.1	-4.4	0.2	1.2	-0.8
- COC(=O)c1ccccc1NC(=S)N(C)C
  4.1	i	-0.4	-1.7	-1.6	-2.2	-1.5	-0.7	-0.7	-7.2
- Cc1[nH]nc2c1C1(C(=O)N(Cc3ccc(Cl)cc3)c3ccccc31)C(C#N)=C(N)O2 (centres undefined)
  -0.8	i	-0.5	-0.7	0.7	0.6	-0.1	-0.6	-1.4	-7.7
- O=C(NC1CCCCC1)N1CCCC(c2nc(-c3cccs3)no2)C1 (centres undefined)
  2.6	i	0.6	0.4	-0.2	-3.1	-1.4	-0.8	-2.1	0.2
- COCCNCCOCCOc1ccc(Cl)c(C)c1
  0.6	i	-0.6	0.1	-1.8	-5.3	-2.6	-0.4	1.2	-6.9
- O=C(NCc1ccccn1)[C@H]1C[C@@H]1[C@H](NP(=O)(c1ccccc1)c1ccccc1)c1ccccc1
  4.9	i	-0.3	1.3	-2.3	2.9	-3.5	-0.2	-4.2	-5.0
- COc1cc(/C=C/C(=O)N2C(=O)c3cccc(N)c3C2=O)cc(OC)c1OC
  -3.7	i	2.8	5.9	0.0	2.1	-2.1	-0.2	0.3	12.7
- CCOc1ccc2oc(C(=O)O)c(C)c2c1
  1.3	i	0.1	-1.2	-1.3	-2.8	-0.9	-0.3	17.3	-8.4
- COc1ccc(C(=O)NC(CCSC)C(=O)N2CCCCCC2)cc1 (centres undefined)
  1.4	i	1.4	-0.3	-1.2	-6.5	-1.8	-0.5	-1.1	-3.8
- Cc1c(Cl)cnc(NC(=O)COC(=O)c2ccc3c(c2)OCO3)c1Cl
  3.3	i	0.5	-0.2	-0.9	-0.1	-1.5	0.0	7.4	3.2
- COc1ccc(-c2csc(Nc3ccc(C)cn3)n2)cc1OC
  -12.4	i	-0.2	-0.2	3.0	-3.5	-1.8	-0.6	-3.9	-10.6
- C[C@H](CO)N1C[C@H](C)[C@H](CN(C)C(=O)c2ccccc2F)Oc2ncc(Br)cc2C1=O
  9.9	i	-0.6	-0.3	-1.1	-1.6	-0.3	0.0	1.1	nt
